# Screening results: PubChem, several laboratories
# Ecoli tolC = growth inhibitors of E. coli tolC mutant, primary screen, strain BW25113 ΔtolC::kan, 384-well; AID 573, 2007; growth inhibition, % at 10 µM (by protocol); hit rate 2.2% among 65,000; OD615;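 active = growth inhibition at or above a cutoff equal to the mean over every tested compound plus 3 SD, cut at about 60% in these data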;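 note: growth measured after 20 h incubation at 37 °C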
#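 test system = E. coli BW25113 ΔtolC::kan bacteria | medium = LB with kanamycin 50 µg/mL | signal = OD at 615 nm | schedule = 37 °C, 20 h exposure | evaluation = % inhibition of E. coli growth | compound dosing = one dose of 10 µM final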
# TNAP act DEA = human TNAP enzyme activators, primary screen, biochemical, luminescent, intermediate phosphate acceptor level; purified TNAP, CDP-star luminescence, 100 mM DEA, 30 min; stronger effect = higher value; scale: 0 levamisole-inhibited, 1 vehicle-only enzyme; activation factor at 20 µM; 64,000 tested, under 10 active; AID 813, 2007;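 active = activation factor of at least 2 at 20 µM, relative to controls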
# D1 allo mod = D1 CRE-luciferase signal change, two-sided – cell-based, HEK293 D1, dopamine EC30, D1 allosteric modulator project, primary screen. hit rate 5.9% among 58,000. D(1A) dopamine receptor (Homo sapiens), P21728. dopamine EC30 potentiation; actives deviate in either direction. B-score at 10 µM;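 active = luminescence count or its row- and column-corrected plate score outside the 99.7% band of the plate's sample wells, on either side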
# Target sequence (P21728 whole entry, looked up): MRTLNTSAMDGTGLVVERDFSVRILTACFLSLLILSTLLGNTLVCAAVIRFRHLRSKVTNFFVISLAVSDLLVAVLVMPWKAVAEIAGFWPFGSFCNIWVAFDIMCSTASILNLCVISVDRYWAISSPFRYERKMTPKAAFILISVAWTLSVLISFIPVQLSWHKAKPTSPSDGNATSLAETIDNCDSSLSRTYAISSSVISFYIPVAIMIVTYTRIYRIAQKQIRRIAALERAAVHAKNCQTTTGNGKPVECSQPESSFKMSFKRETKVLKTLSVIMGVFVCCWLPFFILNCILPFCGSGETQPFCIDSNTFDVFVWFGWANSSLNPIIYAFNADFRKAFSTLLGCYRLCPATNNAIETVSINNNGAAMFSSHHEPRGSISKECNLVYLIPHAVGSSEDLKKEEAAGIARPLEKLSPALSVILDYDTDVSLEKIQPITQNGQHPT
# Jurkat tox 60K = cytotoxicity toward Jurkat T cells, primary screen, cytotoxicity control, cell-based, Jurkat E6.1, 60K MLSMR library. Jurkat E6.1 viability, ATP luminescence, 48 h. inhibition, % at 4 µM. hit rate 1.2% among 56,000;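 active = inhibition above the mean inhibition of all tested compounds plus 3 SD, cut at about 28% in these data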
# SF-1 act = activators of human SF-1, primary screen, cell-based, CHO-K1, Gal4-SF-1 LBD, luciferase luminescence; Steroidogenic factor 1 (Homo sapiens), Q13285; CHO-K1 Gal4-SF-1 LBD luciferase reporter; % increase over DMSO SF-1-specific signal; activation, % at 10 µM; hit rate 1.9% among 65,000;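 active = activation above the mean activation of all tested compounds plus 3 SD, cut at about 50% in these data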
#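 Material: Gal4–SF-1 LBD one-hybrid luciferase reporter in CHO-K1 cells | Amount: 4,000 cells per well | Compound dosing: 10 µM single point, 1% DMSO | Schedule: 20 h compound treatment, 37 °C | Measured by: SteadyLite luciferase luminescence | Evaluation: Percent activation versus DMSO | Control set: DMSO-treated SF-1-transfected cells as negative, DMSO-treated mock-transfected cells lacking SF-1 as background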
# HEK293 NFkB inh = inhibitors of PMA/ionomycin-induced NF-kB reporter, primary screen, antigen receptor NF-kB inhibitor project, cell-based, HEK-293 luciferase reporter, luminescence. HEK-293 NF-kB luciferase reporter. inhibition, % at 3 µM. hit rate 0.21% among 62,000. AID 465, 2006;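 active = inhibition above the mean of all tested compounds plus 3 SD, cut at about 40% in these data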;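 note: 0% = stimulated DMSO wells and 100% = 10 µM reference inhibitor 5653914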
#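 Material: HEK-293 cells with stable firefly luciferase reporter driven by four HIV NF-kB elements / Also added: PMA plus ionomycin mix as NF-kB-activating stimulus / Compound dosing: 3 µM once, 0.30% DMSO / Times: 1 h pretreatment, 16 h stimulation, 37 °C / Signal: luminescence / Evaluation: per-plate % inhibition versus controls / Benchmarks: DMSO and 10 µM reference inhibitor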
# M1 agonist = M1 muscarinic receptor agonists, primary screen, CHO-M1 cells, Fluo-4 calcium, agonist mode. hit rate 3% among 64,000. AID 626, 2007. B-score at 10 µM. Muscarinic acetylcholine receptor M1. Fluo-4 calcium fluorescence; stronger effect = higher value;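 active = fluorescence rise, raw or as B-score row- and column-corrected plate score, outside the 99.7% band of its plate's samples, either direction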
# NADH enzymes = inhibitors of PK/LDH coupling enzymes, profiling panel, artefact control, biochemical, MLSMR library | hit rate 0.02% among 65,000 | IC50, µM (titrated, usually from 10 µM), inactives show top-dose inhibition | coupled PK/LDH NADH assays, four targets | AID 774, 2007;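 active = single-dose screening hits from any of four coupled enzyme assays that gave an IC50 when retested across doses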;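 note: the DPM-DC format reads NADH fluorescence rather than 340 nm absorbance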
# M1 antagonist = antagonists of rat M1 muscarinic receptor | Muscarinic acetylcholine receptor M1 (Rattus norvegicus), P08482 | CHO-M1 cells, Fluo-4 calcium, ACh EC80 antagonist mode; stronger effect = lower value | B-score at 10 µM | hit rate 3.4% among 64,000;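 active = calcium fluorescence response, raw or row-and-column corrected B-score, differing from the plate sample mean either way at a set confidence level, mostly lower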
# Target sequence (P08482 whole entry, looked up): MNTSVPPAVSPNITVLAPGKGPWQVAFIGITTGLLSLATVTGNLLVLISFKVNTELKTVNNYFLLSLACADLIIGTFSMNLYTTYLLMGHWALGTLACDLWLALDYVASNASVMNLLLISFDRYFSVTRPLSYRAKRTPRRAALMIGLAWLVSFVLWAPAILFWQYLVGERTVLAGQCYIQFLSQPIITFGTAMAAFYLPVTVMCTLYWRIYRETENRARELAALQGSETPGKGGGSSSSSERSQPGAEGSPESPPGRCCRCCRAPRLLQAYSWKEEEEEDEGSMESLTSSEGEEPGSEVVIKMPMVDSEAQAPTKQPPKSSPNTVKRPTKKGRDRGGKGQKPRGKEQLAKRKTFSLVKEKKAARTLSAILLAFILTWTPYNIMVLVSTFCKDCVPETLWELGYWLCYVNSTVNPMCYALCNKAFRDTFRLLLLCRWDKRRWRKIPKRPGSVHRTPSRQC
# Numbers without * were called inactive; / = no result given; [ ] = remark or other dose.
SMILES,Ecoli tolC,TNAP act DEA,D1 allo mod,Jurkat tox 60K,SF-1 act,HEK293 NFkB inh,M1 agonist,NADH enzymes,M1 antagonist
c1ccc(OCc2nn3c(-c4ccco4)nnc3s2)cc1,21,0.9,/,/,-7,/,0.47,1%,0.31
Cc1csc2nc(CNC(=O)C3CCCCC3)cn12,-15,1,3*,-9,-4,-4,0.46,2%,0.92
O=C(c1nsc(Cl)c1Cl)N1CCCCC1,-13,1,0.3,2,-10,12,-0.53,2%,-0.18
COc1ccc(N2CCN(C(=O)CN=C3NS(=O)(=O)C(c4ccc(C)cc4)=C3C)CC2)cc1,-15,0.9,/,6,-3,18,0.19,7%,-0.13
O=C(Cc1ccc(F)cc1)Nc1c2c(nn1-c1cccc(Cl)c1)CS(=O)C2 (configuration not stated),15,0.9,-0.22,-2,-18,14,-0.016,7%,0.39
O=C1CC(Nc2ccccc2)C(=O)N1c1ccc(N2CCOCC2)cc1 (configuration not stated),-14,1,0.82,0,4,2,0.9,1%,0
CC1Cc2cc(C(=O)O)ccc2O1 (configuration not stated),-11,0.9,0.0028,4,-6,13,1.5,5%,0.33
CC(C)(CNS(=O)(=O)c1ccc(Cl)cc1)N1CCCCC1,-16,0.9,-0.75,-1,-21,7,-1,9%,-0.16
COC(=O)C1C(=O)c2c([nH]c(C(=O)OCCSC)c2C)CC1C (configuration not stated),11,0.9,0.023,-4,32,-13,-0.58,2%,-0.04
COc1ccc(CCNC(=O)C2CCN(S(=O)(=O)c3cccc4nonc34)CC2)cc1OC,-11,0.9,-0.47,/,-2,21,0.68,1%,-0.018
CS(=O)(=O)N1CCC(C(=O)Nc2cc(C(F)(F)F)ccc2Cl)CC1,0,1,-0.97,0,-14,3,-0.14,4%,0.32
O=C(O)CCN1CCOCC1,-19,1,/,-1,24,0,0.27,9%,0.076

# Next part, overlapping the part above by six compounds.
SMILES,Ecoli tolC,TNAP act DEA,D1 allo mod,Jurkat tox 60K,SF-1 act,HEK293 NFkB inh,M1 agonist,NADH enzymes,M1 antagonist
CC1Cc2cc(C(=O)O)ccc2O1 (configuration not stated),-11,0.9,0.0028,4,-6,13,1.5,5%,0.33
CC(C)(CNS(=O)(=O)c1ccc(Cl)cc1)N1CCCCC1,-16,0.9,-0.75,-1,-21,7,-1,9%,-0.16
COC(=O)C1C(=O)c2c([nH]c(C(=O)OCCSC)c2C)CC1C (configuration not stated),11,0.9,0.023,-4,32,-13,-0.58,2%,-0.04
COc1ccc(CCNC(=O)C2CCN(S(=O)(=O)c3cccc4nonc34)CC2)cc1OC,-11,0.9,-0.47,/,-2,21,0.68,1%,-0.018
CS(=O)(=O)N1CCC(C(=O)Nc2cc(C(F)(F)F)ccc2Cl)CC1,0,1,-0.97,0,-14,3,-0.14,4%,0.32
O=C(O)CCN1CCOCC1,-19,1,/,-1,24,0,0.27,9%,0.076
CCOc1cccc2cc(C(=O)N3CCc4ccccc4C3)c(=O)oc12,4,0.9,0.047,14,0,24,2.8,4%,-0.085
O=c1c2ccccc2nc(SCc2ccccc2)n1Cc1ccco1,35,0.9,1.2,8,-1,5,1.7,6%,-0.56
O=C(c1ccco1)N1CCN(C(=O)c2cc3c(=O)oc4ccccc4c3s2)CC1,-7,1,0.89,4,-9,4,/,9%,/
COC(=O)[C@@H](NC(=O)NCc1ccco1)C(C)C,-34,0.9,-0.74,-1,-12,2,0.074,4%,-0.43
CCN(Cc1ccccc1)C(c1cc2cc(C)ccc2[nH]c1=O)c1nnnn1CCOC (configuration not stated),9,0.9,0.22,-9,-2,-1,0.99,6%,0.23
c1ccc(Sc2ncnc3c2oc2ccccc23)nc1,8,0.8,/,0,18,-11,-0.079,4%,0.68
Cc1ccc(C(=O)CC(C(=O)O)c2cn(CCC#N)c3ccccc23)cc1 (configuration not stated),3,0.9,-0.052,6,6,-3,-0.45,9%,0.051
Cc1cc(-c2cc(-c3ccc(Cl)cc3)nc(N)c2C#N)co1,9,0.9,/,/,-6,/,-0.28,11%[fluoresces],-0.88
C=CCNC(=O)C(C)N1C(=O)c2ccccc2C1=O (configuration not stated),-7,1,0.69,-7,-4,-3,-0.57,1%,-0.75
COc1ccc(-c2nn(CCC(=O)O)cc2CCC(=O)O)cc1,-20,1,/,0,1,6,-0.028,4%,0.9
Cc1ccc(C)c(NC2=NS(=O)(=O)c3ccccc32)c1,-6,0.9,-0.11,2,3,10,0.83,6%,0.38
COC(=O)C1=C(NC(=O)c2ccc(C)c(C)c2)CCS1,-11,0.9,/,-3,29,20,/,5%,/
CC(C(=O)NC1CCCC1)N(C(=O)c1snc(C(N)=O)c1N)c1ccc2c(c1)OCCO2 (configuration not stated),12,0.9,1.2,2,7,-1,0.79,6%,0.28
O=S(=O)(c1cccc2cccnc12)N1CCOCC1,-8,1,0.12,-5,-5,8,-1.5,0%,-0.88
COc1cc(OC)cc(C(=O)N2CCN(C(=O)c3cccc(F)c3)CC2)c1,-9,0.9,-0.28,0,7,14,-0.46,6%,-0.15
COc1cc(CN2CCC(C(=O)N3CCN(c4ccccc4F)CC3)CC2)cc(OC)c1O,36,0.9,-0.8,8,-6,22,0.52,6%,-0.007
CCOC(=O)N1CCN(C(=O)CSc2nc3c([nH]c4ccccc43)c(=O)n2C)CC1,-3,1,0.19,2,-5,9,-0.56,3%,-0.032
CCCCOc1ccc(C(=O)CCNC(C(=O)O)C(C)CC)cc1 (configuration not stated),-7,0.9,0.068,3,1,10,-0.31,4%,0.21
CCCOC(=O)c1ccc2c(c1)C(=O)N(c1ccccc1)C2=O,-2,1,0.25,4,2,7,-0.69,7%,0.99
O=C(CN1CCC(n2nnc3ccccc32)CC1)Nc1ccc2c(c1)CCC2,29,0.9,/,-6,6,6,0.7,3%,-0.82
CCOC(=O)Cn1c(=O)oc2cc(S(=O)(=O)NCc3ccccn3)ccc21,-10,0.9,-0.34,1,-19,6,-0.74,3%,-0.22
COC(=O)c1ccc(/C=N\n2c(C)nnc2C)cc1,-10,0.9,-1.8,-6,-6,-1,0.39,7%,-0.52
CC1(C)N=C(c2ccc(Cl)cc2Cl)C(=O)N1,-11,1,-1.1,-8,-5,4,-0.51,7%,0.35
COc1ccc(C(C(=O)NC(C)(C)C)N(Cc2ccco2)C(=O)CCC(=O)Nc2cc(C)on2)cc1 (configuration not stated),17,0.9,-1,12,-7,16,0.011,4%,-1.2
COCCCNC(=O)c1ccc2c(c1)OCO2,-20,0.9,0.055,2,31,-5,0.21,3%,-0.04
Cc1csc(NC(=O)CSc2nnc(Cn3c(=O)sc4ccccc43)n2-c2ccccc2)n1,0,0.9,3.2,-8,4,10,0.22,2%,0.0034
O=C(CSc1ccccc1)N1CCN(c2ccccc2)CC1,2,1,0.34,4,19,-6,0.32,2%,-0.81
O=C(NC(=O)c1cccc(OC(F)(F)C(F)F)c1)OC1CCS(=O)(=O)C1 (configuration not stated),-15,1,-0.65,-4,7,9,22*,5%,-19*
CC(Nc1nc(N2CCCC2)nc2ccccc12)c1ccccc1 (configuration not stated),56,1,-4.2*,4,3,-1,0.075,3%,-1.8
CCN(CC)C(=O)CSc1ncnc2c(-c3cccs3)nsc12,19,0.9,1.7,-4,68*,0,0.98,11%,0.37
COC(=O)c1[nH]c2ccccc2c1NC(=O)CN1CCC(C(N)=O)(N2CCCCC2)CC1,-15,0.9,1.9,-7,29,11,1.3,1%,-2.6*
CCCN1CCC(NC(=O)Nc2ccc(F)cc2F)CC1,-16,1,-0.17,1,-16,20,-0.69,7%,-0.86
c1coc(CN(Cc2cccs2)Cc2nnnn2C2CCCCC2)c1,95*,1,-0.47,4,-12,8,-0.078,4%,-0.74
c1ccc(-c2nnc(CN3CCCc4ccccc43)o2)cc1,0,1,0.72,1,12,-5,-0.57,9%,-0.43
COc1ccc2c(CN(C)c3ccccc3)cc(=O)oc2c1,-6,0.8,3.4,-2,4,13,0.008,9%,0.002
Cc1cc(C)nc(N(C#N)Cc2ccccc2)n1,16,1,0.17,-3,-25,6,-0.83,6%,-0.29
Cc1ccc(S(=O)(=O)N(c2cccc(C(F)(F)F)c2)C2C=CS(=O)(=O)C2)cc1 (configuration not stated),-10,0.9,/,1,1,6,0.38,2%,0.09
COCCOC(=O)C1=C(C)N=C2SCCC(=O)N2C1/C=C/c1ccccc1 (configuration not stated),-4,1,-0.32,-3,0,19,0.2,7%,0.19
CCCCSc1nc2c(cnn2-c2ccc(Cl)cc2)c(=O)[nH]1,-26,0.9,-0.39,4,8,32,5.6*,1%,0.25
Cc1nnc(NC(=O)CSc2nnc(Cc3ccccc3)n2Cc2ccccc2)s1,22,0.9,-0.0045,-4,10,4,1.4,3%,0.96
O=C(c1ccc(F)cc1)C1CCN(C(=O)N2CCOCC2)CC1,-16,0.9,-0.46,-18,-19,1,0.92,6%,-0.016
Cc1ccc(-n2nnnc2SCC(=O)NCCC2=CCCCC2)c(C)c1,54,0.9,0.31,/,-12,24,-0.37,3%,-2.1
Cc1ccccc1N1CCN(S(=O)(=O)c2ccc3oc(=O)ccc3c2)CC1,44,0.9,-0.66,6,-5,10,0.14,5%,-3.3*
COc1cccc(C(=O)CSc2nc3ccccc3n2CC(=O)N2CCOCC2)c1,2,1,-0.12,2,-1,5,0.45,6%,-0.46
O=c1c(N2CCOCC2)nsn1Cc1ccccc1,-18,0.9,-1.4,-1,2,8,0.042,1%,-0.37
COc1cc(N(C)C)c(NC(C)=O)cc1C(=O)O,4,1,0.11,8,21,2,-0.21,2%,0
Cc1ccc(C)c(Cn2nnc3c(=O)[nH]c(C(=O)NCc4ccco4)nc32)c1,19,0.9,/,-3,3,-1,-0.83,9%,-2.4*
Cc1cccc2nc(=S)n(C(=O)c3ccco3)n12,-7,0.9,-0.023,2,42,-54,-0.49,6%,-0.33
CCOCCCn1c(=N)c(C(=O)NCc2ccc3c(c2)OCO3)cc2c(=O)n3ccccc3nc21,10,0.9,-0.26,4,-1,26,-0.15,4%,-2.7*
Cn1c(CNc2ccccn2)c(C#N)c2ccccc21,-10,/,-1.2,2,-10,12,0.21,5%,0.27
